Source: PubChem (Center for Chemical Genomics, University of Michigan)
Dicer processing: inhibitors of human Dicer processing of pre-microRNA. Q9UPY3. cat-ELCCA pre-miR-21 Dicer processing, chemiluminescence; hits give high values. z-score at 25 µM. 6% of 47,000 active. AID 1347074; in the data active = z-score above about 3, passing the limit was not always enough;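 note: plate controls were vehicle for no effect and no enzyme for full effect; higher signal means more uncleaved substrate so more Dicer inhibition; strong numbers were not always called active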
Active calls of the source: *; & = joins results of further samples. The list is partial; rates above refer to the full screens.

SMILES	Dicer processing
CN(C)CCCN1C(=O)C(=O)/C(=C(\O)c2ccc(Cl)cc2)C12C(=O)N(C)c1ccccc12 (stereo not drawn)	1.95
O=C1c2ccccc2C(=O)c2c1ccc(C(=O)O)c2[N+](=O)[O-]	-1.03
O=C(O)c1ccc(-n2nnnc2SCc2ccccc2Br)cc1	0.34
Cc1oc2ccc(OC(=O)N3CCOCC3)cc2c1C(=O)OC(C)C	-0.19
COc1ccc2c(c1)CCC1C2=NN(C)C1c1ccc(F)cc1 (stereo not drawn)	0.48
CCCCOC(=O)Nc1sc2c(c1C(N)=O)CCC(C)C2 (stereo not drawn)	-1.69
CS/C(N)=N\N=C(/C)c1cc2ccccc2o1	0.04
C=CCn1c(=S)sc2c(N(Cc3ccccc3)Cc3ccccc3)ncnc21	-0.95
Oc1ccccc1CN(Cc1ccccc1)Cc1ccccc1	-0.15
Cc1nn2c3c(cnc2c1-c1ccc(F)cc1)C(=O)CC(c1ccccc1)C3 (stereo not drawn)	-0.89
CCOC(=O)c1sc(NC(=O)CSc2nc(C)cc(=O)[nH]2)nc1C	1.97
C=CCOc1ccc(C2/C(=C(\O)c3ccc(OC)cc3)C(=O)C(=O)N2c2nnc(C)s2)cc1 (stereo not drawn)	1.24

6 neighbouring compounds out of the list so far, quoted:
SMILES	Dicer processing
CN(C)CCCN1C(=O)C(=O)/C(=C(\O)c2ccc(Cl)cc2)C12C(=O)N(C)c1ccccc12 (stereo not drawn)	1.95
O=C1c2ccccc2C(=O)c2c1ccc(C(=O)O)c2[N+](=O)[O-]	-1.03
O=C(O)c1ccc(-n2nnnc2SCc2ccccc2Br)cc1	0.34
Cc1oc2ccc(OC(=O)N3CCOCC3)cc2c1C(=O)OC(C)C	-0.19
COc1ccc2c(c1)CCC1C2=NN(C)C1c1ccc(F)cc1 (stereo not drawn)	0.48
CCCCOC(=O)Nc1sc2c(c1C(N)=O)CCC(C)C2 (stereo not drawn)	-1.69

Next part
SMILES	Dicer processing
COCCN1C(=O)C(=O)/C(=C(/O)c2ccccc2)C1c1ccccc1OC (stereo not drawn)	-3.91
COc1c(Cl)cc(Cl)cc1-c1csc(NC(=O)C(Cl)(Cl)Cl)n1	0.67
COc1ccc(Cc2c(O)nc(N)[nH]c2=O)cc1	-0.85
COc1cc(NC(=S)N(C)CCC#N)c(OC)cc1Cl	-0.58
Cc1oc(-c2ccc(Cl)cc2)cc1C(=O)O/N=C(\N)Cc1nc2cccnc2n1C1CC1	-0.8
CCSC1=C(C#N)C(c2ccc(Cl)cc2)CC(=O)N1 (stereo not drawn)	1.6
CCOC(=O)/C(C#N)=C/Nc1cc(C)no1	-0.23
CC1CN(C2=NCCN2S(=O)(=O)c2ccc(Cl)cc2)CC(C)O1 (stereo not drawn)	2.24
CCOc1ccsc1-c1nnc(-c2ccc([N+](=O)[O-])cc2)o1	-1.57
NNC(=S)NCCCN1CCOCC1	1.91
Nc1c2c(=O)[nH]c(O)cc2nn1-c1ccccc1	-2.51
O=S(=O)(Nc1ccc2oc(-c3ccc(Cl)cc3)nc2c1)c1ccccc1	4.03*

Structural class, the entries above with a furan ring, fused or not.
SMILES	Dicer processing
Cc1oc2ccc(OC(=O)N3CCOCC3)cc2c1C(=O)OC(C)C	-0.19
CS/C(N)=N\N=C(/C)c1cc2ccccc2o1	0.04
Cc1oc(-c2ccc(Cl)cc2)cc1C(=O)O/N=C(\N)Cc1nc2cccnc2n1C1CC1	-0.8

Carrying on:
SMILES	Dicer processing
Cc1ccc(Sc2ccc(N)cn2)cc1	1.32
CSC1=C(C#N)C(=O)NC(c2c(Cl)cccc2Cl)S1 (stereo not drawn)	-0.3
COC(=O)C/C(=N\NC(=O)c1cc(C(F)(F)F)cc(C(F)(F)F)c1)C(=O)OC	-0.77
Cc1cc(C)n(-c2nnc(C)c(=O)[nH]2)n1	-0.72
O=[N+]([O-])c1cccnc1SCc1c(F)cccc1Cl	0.06
CCN1C(=O)c2cccc3c(S(=O)(=O)NC(CCSC)C(=O)O)ccc1c23 (stereo not drawn)	-1.46
Cc1c(C(=O)CSc2n[nH]c(=O)n2C2CC2)sc2ccc(Cl)cc12	-1.67
CCOC(=O)c1c(C)n(C)c2ccc(OCC(O)CNC3CCCCC3C)cc12 (stereo not drawn)	0.72
O=S(=O)(c1ccc(Sc2ccc(S(=O)(=O)N3CCCC3)cc2)cc1)N1CCCC1	-0.2
CCCCc1c(O)nc(SCCN(C)C)n(-c2ccccc2)c1=O	0.39
Cc1cc(NC(=O)/C(C#N)=C/c2cc(Br)cs2)no1	0.43
COc1ccccc1C1CCN(c2ccc([N+](=O)[O-])c(OC)c2)CC1	3.44*
O=C1OC(c2ccccc2)(c2ccccc2)c2ccccc21	-0.69
CN(NC(=S)Nc1cc(Cl)ccc1Cl)c1ccc(C(F)(F)F)cc1[N+](=O)[O-]	0.23
Cc1ccc2[nH]c3nc4ccccc4nc3c2c1	-0.57
O=C(Nc1nnc(CCS(=O)(=O)c2ccc(Cl)cc2)s1)c1ccc(Br)cc1	0.61
Nc1cccnc1Oc1ccc(F)cc1F	0.34
Cc1ccc(OCCSc2nc3ccccc3o2)cc1	-1.49
CCC(=O)N1CC2(CC)CN(C(=O)CC)CC(CC)(C1)C2=O	0.71
O=C1c2ccccc2-c2c1cccc2C(=O)N(CCO)CCO	-2.82
O=c1[nH]nc(-c2ccccc2)nc1Cc1ccc(Cl)cc1	-3.24
Cn1nc(-c2ccccc2)cc1NS(=O)(=O)c1ccc(C#N)cc1	2.33
COc1cccc(C2Nc3ccccc3-c3cc(C)nn32)c1O (stereo not drawn)	-0.43
CCOC(=O)C1CC2CN(S(=O)(=O)c3ccc(C)cc3)CC(C1)C2=O (stereo not drawn)	0.75
Cc1nnc(C)c2c(C)n(C(C)c3ccccc3)c(C)c12 (stereo not drawn)	0.42
COc1ccc(OCC(O)CNC(=O)Nc2ccc(OC(F)(F)F)cc2)cc1 (stereo not drawn)	-0.31
COc1ccc(O)c(C2=NN3C(C2)c2cccc(OC)c2OC3c2ccsc2)c1 (stereo not drawn)	0.43
O=C(O)CSc1ncnc2sc3c(c12)CCCC3	1.07
C(=N\Nc1nnc2c(n1)[nH]c1ccccc12)/c1cccs1	7.8
N=C1C(c2nc3ccccc3s2)=C(O)CN1C1CCCCC1	3.09*
CCOC(=O)C1CCN(C(=O)c2cc(C(C)(C)C)nn2Cc2ccccc2)CC1	1.54
O=C1C=C(Nc2ccccc2)CC(c2ccc(Cl)cc2)C1 (stereo not drawn)	0.3
CN(C)/C=N/c1ncc(C(F)(F)F)cc1Cl	0.92
COC(=O)[C@H]1O[C@@H](OC(C)=O)[C@H](OC(C)=O)[C@@H](OC(C)=O)[C@@H]1OC(C)=O	-6.55
Cc1cc2c(cc1Br)NC(=O)C21C(C#N)=C(N)Oc2n[nH]c(C)c21 (stereo not drawn)	-5.52
Cc1c(C)c(C)c(CSCc2n[nH]c(=S)n2-c2ccc(F)cc2)c(C)c1C	-0.44
Cc1ccc(NC(=O)c2ccc(C(F)(F)F)cc2)c(OC(=O)c2ccc(C(F)(F)F)cc2)c1	-1.16
C=CCSc1nnc(-c2cc(C(C)(C)C)nn2Cc2ccc(F)cc2)n1C	-0.52
CC(C)(C)c1ccc(C(=O)NCC(=O)O)cc1	0.54
C[N+]1(CCCCC[N+]2(C)CCCC2)CCCC1	2.86&-0.97
CSc1scc2c1/C(=N/OC(=O)Nc1ccc(Cl)cc1)CC(C)(C)C2	0.6
CS/C(=N\S(=O)(=O)c1ccc(-n2nc(C(F)(F)F)cc2-c2cccs2)cc1)N1CCCC1	-0.64
Cc1noc2ncnc(SCc3ccc(Cl)cc3)c12	1.89
Cc1ccc(C2CC(=O)c3cnc(N4CCc5ccccc5C4)nc3C2)cc1 (stereo not drawn)	0.48
CC(C)S(=O)(=O)c1cscc1Cl	-1.37
CC(C)Cc1ccc(C(C)C(=O)NNC(=O)c2ccccc2C(F)(F)F)cc1 (stereo not drawn)	1.51
CC(=O)Nc1ccc(S(=O)(=O)Nc2ccccc2N2CCOCC2)cc1Cl	2.23
COC(=O)/C=C1\SC(=Nc2ccc(Cl)cc2)N(c2ccc(Cl)cc2)C1=O	-1.82
CCC(CO)NC(=S)Nc1ccc(C)c(Cl)c1 (stereo not drawn)	-9.08
CC1(C)CC(=O)C2=C(C1)c1c(ccc3ccccc13)NC2c1ccc(OCC(=O)O)cc1 (stereo not drawn)	1.9
CCOC(=O)COc1ccc2c(-c3ccccc3)cc(=O)oc2c1	1.08
O=c1ccc(-c2ccc(Br)s2)n[nH]1	-0.47
CCOC(=O)C(NC(=O)c1ccccc1Cl)(Nc1cc(C)ccn1)C(F)(F)F (stereo not drawn)	-0.24
Cn1c(COC(=O)c2sc3ccccc3c2Cl)nc2ccccc21	-1.42
CSCC[C@H](NC(=O)OC(C)(C)C)C(=O)OCc1ccc(CC(=O)O)cc1	3*
Cc1nc2ccc(Br)cc2c(=O)n1-c1cc(C(F)(F)F)ccc1N1CCOCC1	-1.09
COc1ccc(OCCC(=O)NNC(=S)Nc2cccc(OC)c2)cc1	1.06
CN(C)S(=O)(=O)Oc1ccc(-c2noc(C3CCC3)n2)cc1	-1.02
CSC(=O)NC(=O)c1cccc(=O)o1	0.2
CC(C)(CC(=O)O)CC(=O)NCCN1CCNC1=O	0.49

2 entries drawn at random from the list so far, as already listed:
SMILES	Dicer processing
Cc1cc(C)n(-c2nnc(C)c(=O)[nH]2)n1	-0.72
Cc1nc2ccc(Br)cc2c(=O)n1-c1cc(C(F)(F)F)ccc1N1CCOCC1	-1.09

Next section.
SMILES	Dicer processing
Cc1cc(Cl)ccc1NC(=S)NNC(=O)c1sc2ccccc2c1Cl	2.35
c1ccc(N2CCN(CCNc3ncnc4nc[nH]c34)CC2)cc1	-1.65
Cc1ccc(CNc2ncc(-c3ccc(C)cc3)n2C)cc1	1.76
Cc1ccc(-n2c(=O)[nH]c3sc4c(c3c2=O)CCC(C)C4)cc1 (stereo not drawn)	0.52
O=C(Nc1ccccc1)c1cccc(C(=O)Nc2ccccc2)c1F	-0.38
N#CCC(=O)NC(=O)Nc1ccc(F)cc1F	1.35
FC(F)(F)c1ccnc(SCn2c(=S)sc3ccccc32)n1	-1.27
CC(=C\c1ccc(Cl)cc1)/C(C)=N/O	0.12
Clc1ccc(/C=N/Nc2ncc(-c3ccc4c(c3)OCCCO4)s2)cc1	-1.8
CCOc1ccc(NS(=O)(=O)c2ccc(Cl)cc2)cc1	0.5
Cc1cc2ncn(C(=O)N3CCOCC3)c2cc1C	0.9
CC1=C(C(=O)OCCOc2ccccc2)C(c2ccccc2OC(C)C)C2=C(CCCC2=O)N1 (stereo not drawn)	2.96
Cn1nccc1NC(=O)c1ccccc1	-0.76
CCCc1cc(=O)n2[nH]c(C(F)(F)F)c(-c3ccc(Br)cc3)c2n1	0.89
CCOC(=O)c1c(CSc2ccccc2)oc2ccc(O)c(CN(C)C)c12	2.5
O=C(NCc1ccc2[nH]c3c(c2c1)CCCC3)N1CCOCC1	1.08
Nc1nc(OCc2ccccc2)c2[nH]cnc2n1	-0.05
CN(C)/C=N/c1nnc(Sc2ccnc3cc(Cl)ccc23)s1	0.09
CCOc1ccc(CSc2ncn[nH]2)cc1	0.06
CC1=CC(C)(C)N(C(=O)CN2C(=O)C3CCCCC3C2=O)c2ccccc21 (stereo not drawn)	-0.4
COC(=O)c1ccc(S(N)(=O)=O)n1C	-1.19
CCOC(=O)c1nn(-c2cccc(Cl)c2)cc(Sc2ccc(Cl)cc2)c1=O	0.98
CCOc1ccc2ccccc2c1C(=O)N[C@@H]1C(=O)N2[C@@H]1SC(C)(C)[C@@H]2C(=O)O	34.3
CCC(C)NC(=O)c1cnn2c1NC(c1cccs1)CC2C(F)(F)F (stereo not drawn)	0.76
c1ccc2c(Sc3ncnc4sccc34)cccc2c1	-2.59
O=C(c1cnn2c(C(F)F)cc(-c3ccccc3)nc12)N1CCSCC1	-0.6
Cc1cccc(C(c2c[nH]c3ccccc23)c2c[nH]c3ccccc23)c1O	1.2
Cc1cn(-c2ncnc3scc(-c4ccccc4)c23)nc1C(F)(F)F	-0.97
Cc1c2c(n3c(nc4ccccc43)c1C#N)N(Cc1ccccn1)CC2	-1.87
O=S(=O)(CCSc1cccs1)c1ccc(F)cc1	13.6
CN(C)c1ccc(/C=N/NC(=O)N/N=C/c2ccc(N(C)C)cc2Cl)c(Cl)c1	-0.21
N[C@@H](C(=O)N[C@@H]1C(=O)N2C(C(=O)O)=C(Cl)CC[C@H]12)c1ccccc1	-1.09
COc1ccc(C2=NN3C(C2)c2cc(OC)ccc2OC3c2cccnc2)cc1 (stereo not drawn)	4.84*
COc1ccc2oc3ccccc3c(=O)c2c1	-0.82
COc1cc(OC)cc(-c2nc(-c3ccccc3)c3ccccn23)c1	-3
C=CCn1c(=S)sc2c(Sc3nnc(-c4ccc(Cl)cc4)o3)ncnc21	1.72
Cc1ccc2oc3c(c(=O)c2c1)C(c1ccccc1F)N(CCCN(C)C)C3=O (stereo not drawn)	-0.49
C=CCn1c(=S)sc2c(N3CCN(c4ccccc4)CC3)ncnc21	-1.5
CC(Nc1nc(N2CCN(CCO)CC2)nc2ccccc12)c1ccccc1 (stereo not drawn)	-0.14
Cc1nn(C)c(NCCCN(C)C)c1[N+](=O)[O-]	-0.93
CCOC(=O)Cc1nnc2c(Nc3ccccc3F)nc3nonc3n12	-0.24
COc1ccc(Oc2c(C)oc3cc(OC(=O)N4CCOCC4)ccc3c2=O)cc1	0.19
O=C1C2ON(c3ccccc3)C(c3ccncc3)C2C(=O)N1c1cccc(Cl)c1 (stereo not drawn)	0.39
Oc1ccccc1-c1nc2c3c4c(sc3ncn2n1)CCCCC4	2.41
CN1CCN(C(=O)c2cc3n(n2)C(C(F)(F)F)CC(c2ccccc2)N3)CC1 (stereo not drawn)	3.18*
CCOC(=O)/N=C(/c1ccc(Cl)cc1)c1cc2ccccc2cn1	-1.07
Cn1nc(C(F)(F)F)c2cc(C(=O)Nc3ccc(C(F)(F)F)cc3)sc21	-0.93
CCOC(=O)c1cc(C#N)c(N2CCN(C(=O)c3ccccc3)CC2)nc1C(F)(F)F	-0.87
Cc1ccc(Cn2c(NCc3cccnc3)nc3c2c(=O)n(C)c(=O)n3C)cc1	1.79
O=C(Nc1cccnc1N1CCOCC1)c1cccs1	-1.04
